MBNL1-CUG inh: MBNL1-poly(CUG) RNA binding inhibition; TR-FRET MBNL1-His/biotin-(CUG)12 binding, 665/545 ratio; Potency, µM (highest dose often 57.5 µM), for inactives: at the highest dose activity change, negative = inhibition, hits mostly inhibitors; 280,000 tested, 0.036% active; AID 2675; active = well fitted inhibition curve with a large enough effect in the signal ratio, with a control signal flat, not every such curve was filed as active; inconclusive = small, poorly fitted or top-dose-only effect, or effect the other way, or a change in a side signal; inactive = no such curve, though single readings can be large or run the other way; the % refers to the signal ratio; note: % is set by controls: 0 for no effect and ±100 for the full control effect
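Inhibition of protein-RNA binding appears as loss of TR-FRET between terbium anti-His antibody on MBNL1-His and streptavidin-XL665 on biotin-(CUG)12. Activity is normalized to buffer-only and uninhibited-complex controls.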
p53 reactivator: mutant p53 re-activation in reporter cells; 320,000 tested, 0.063% active; H1299 p53-A138V BP100-luciferase reporter, luminescence, 24 h; Potency, µM (titrated, usually from 92.2 µM), for inactives: at the highest dose activity change, positive = activation, actives largely listed as activators; AID 504706; note: % of control where 0% means no effect; nearly all actives have a fitted effect of over 45% in size
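H1299 (p53-null), stable ts p53-A138V + BP100-Luc; 1000 cells/well, Opti-MEM/10% FBS; cpd 4 pt, 1:5; 24 h, 37 deg C, 5% CO2; detection reagent 10 min RT; luminescence.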
ELG1 genotox: genotoxicity induction in ELG1-luciferase HEK293T cells; HEK293T ELG1-luciferase reporter, luminescence, 16 h; 330,000 tested, 1.3% active; Potency, µM (series often up to 46 µM), for the others: at the top dose activity change, positive = activation, hits mostly activators; note: % of control where 0% means no effect; nearly all actives have a fitted effect of over 60% in size
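Genotoxic stress is detected as increased luminescence from luciferase-tagged ELG1 in HEK293T cells, measured with ONE-Glo after a 16 hr treatment at 37 °C.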
Gal4-VP16 FLuc: counter-screen for ROR gamma inhibitors: Gal4-VP16 reporter. AID 2546. 310,000 tested, 3.5% active. Drosophila S2 Gal4-VP16 UAS-luciferase, luminescence, 20 h. Potency, µM (series often up to 53.6 µM), for inactives: at the top dose activity, negative = inhibition, actives largely listed as inhibitors;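 note: Gal4-VP16 expression switched on by copper sulfate through the metallothionein promoter; % is set by controls: 0 for no effect and ±100 for the full control effect; nearly all actives have a fitted effect of over 50% in size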
NPC1 promoter act: NPC1 promoter activation; Potency, µM (titrated, usually from 9.22 µM), for inactives: top-dose activation, hits mostly activators; Huh7 NPC1 promoter luciferase reporter, 24 h; 320,000 tested, 2.4% active;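 note: % of control where 0% means no effect; nearly all actives have a fitted effect of over 60% in size; reporter is driven by a mutant NPC1 promoter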
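Readout is luciferase luminescence, reflecting NPC1 promoter activation in stably transfected Huh7 cells after 24 h compound exposure at 37 °C in reduced-serum medium with 10% FBS.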
MLL CXXC-DNA inh: blocks binding of human MLL CXXC domain to DNA; Q03164; MLL-CXXC / FITC-HOXA9 DNA fluorescence polarization; Potency, µM (titrated, usually from 115 µM), for inactives: at the highest dose activity change, negative = inhibition, actives largely listed as inhibitors; 290,000 tested, 0.037% active; active = well fitted inhibition curve with a large enough effect in the polarisation, with a control signal flat, not every such curve was filed as active; inconclusive = small, poorly fitted or top-dose-only effect, or effect the other way, or a change in a side signal; inactive = no such curve, though single readings can be large or run the other way; the % refers to the polarisation
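Fluorescence polarization: 7 uM MLL-CXXC (stock) preincubated 5 min with compounds, then 50 nM fluorescein-HOX-A9 DNA (stock) added; 30 min ambient. Buffer 50 mM Tris-HCl pH 7.5, 50 mM NaCl, 1 mM DTT, 0.05% BSA.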
RORgamma inh: ROR gamma (mouse) transcription inhibition | Drosophila S2 Gal4-RORgamma UAS-luciferase reporter, 20 h | Potency, µM (series often up to 53.6 µM), for the others: top-dose activity change, negative = inhibition, usual class: inhibitors | 310,000 tested, 5.4% active | AID 2551; note: % is set by controls: 0 for no effect and ±100 for the full control effect; nearly all actives have a fitted effect of over 60% in size
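ROR gamma transcriptional activity was tracked as Gal4-UAS luciferase output in stably transfected Drosophila Schneider cells, with compound added 1 hr before 700 uM copper sulfate induction and a 20 hr ambient-temperature incubation.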
uPA surface inh: inhibitors of cell surface uPA generation; Potency, µM (doses to about 38.3 µM), inactives show at the highest dose activity change, negative = inhibition, most hits filed as inhibitors; cell surface uPA generation assay, qHTS; AID 540303; 330,000 tested, 0.31% active; active = well fitted inhibition curve with a large enough effect; inconclusive = small, poorly fitted or top-dose-only effect; inactive = no such curve, though single readings can be large or run the other way; tested in mouse RAW 264.7 cells; note: % is set by controls: 0 for no effect and ±100 for the full control effect; nearly all actives have a fitted effect of over 55% in size
BRCA1 expr up: activators of BRCA1 expression | MCF7-BRCA1-FFLuc reporter, luminescence, 48 h; response scale: scaled: vehicle 0%, 10 µM genistein 100% | Potency, µM (doses to about 46.1 µM), for inactives: top-dose activation, usual class: activators | 380,000 tested, 1.1% active | AID 624202; note: nearly all actives have a fitted effect of over 80% in size; some results filed as inactive show a strong effect at the top dose
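First, MCF7-BRCA1-FFLuc cells (2000/well) attach for 2 h; next, compounds are pin-added and incubated 48 h at 37 °C; finally, luciferase reagent is added and luminescence read after 15 min.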
Rab9 promoter act: activators of Rab9 promoter. Huh7 Rab9 promoter-luciferase reporter, luminescence, 24 h. Potency, µM (highest dose often 9.22 µM), inactives show top-dose activation, negative = inhibition, hits mostly activators. 320,000 tested, 2.8% active. AID 485297; note: % of control where 0% means no effect; nearly all actives have a fitted effect of over 60% in size
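Luciferase signal after 10 min detection reagent at ambient indicates Rab9 promoter upregulation; stably transfected Huh7 cells were treated 24 h with compound in DMSO at 37 °C, 5% CO2.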
FLuc counter: counter-screen for miR-21 project: firefly luciferase inhibitors or activators. P08659. purified FLuc, Km substrates, luminescence inhibition. Potency, µM (series often up to 57.5 µM), inactives show at the top dose activity change, negative = inhibition, most hits filed as inhibitors. 360,000 tested, 6.9% active. AID 588342;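 note: plate controls were vehicle for no effect and reference inhibitor for full effect; nearly all actives have a fitted effect of over 55% in size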
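Biochemical qHTS of compounds, final roughly 60 µM downward over six points, against 10 nM purified firefly luciferase using Km concentrations of substrates (10 uM D-luciferin, 10 uM ATP) in Tris acetate pH 7.5 buffer; luminescence output.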
Numbers without * were called inactive; ? = inconclusive; nt = no result given; [ ] = dose if it differs, or a comment. Unless noted, calls come from the whole dose curve; as a rule, active = well fitted curve in the direction sought with a large enough effect; inconclusive = small, poorly fitted or top-dose-only effect, or another doubt; inactive = no such curve, though single readings can be large; an effect the other way counts as inactive or inconclusive. Potency is the fitted concentration of half-maximal effect.

SMILES | MBNL1-CUG inh | p53 reactivator | ELG1 genotox | Gal4-VP16 FLuc | NPC1 promoter act | MLL CXXC-DNA inh | RORgamma inh | uPA surface inh | BRCA1 expr up | Rab9 promoter act | FLuc counter
O=C(C1COc2ccccc2O1)N1CCN(c2nc3ccc([N+](=O)[O-])cc3s2)CC1 (stereo not given) | nt | 6% | -3% | nt | 1% | nt | nt | 2% | -9% | -5% | 4%
Cc1nc2ccc(C(=O)OCc3ccccc3Br)cc2nc1C | -3% | ? | ? | 4% | 3.2µM* | -4% | 6% | 8% | 7.1µM* | 1.1µM* | 12µM*
Cc1cc2ncc(-c3ncc(C(F)(F)F)cc3Cl)cn2n1 | 5% | -4% | ? | 10µM* | 0.71µM* | 4% | 7.9µM* | nt | -54% | 0.4µM* | 1.3µM*
CC(Oc1ccccc1)C(=O)N=Nc1c(O)[nH]c2ccc([N+](=O)[O-])cc12 (stereo not given) | ? | 8% | 0% | ? | -2% | -19% | ? | -9% | -44% | 3% | ?
CCOc1ccc(C2/C(=C(/O)c3ccc4c(c3)CC(C)O4)C(=O)C(=O)N2CCCn2ccnc2)cc1OCC (stereo not given) | 5% | -1% | 4% | 3% | -2% | 17% | 0% | -3% | -16% | 0% | 0%
CCc1nnc(NS(=O)(=O)c2ccc(N/C=C\C(=O)c3ccc4ccccc4c3)cc2)s1 | nt | 13% | 6% | -5% | 1% | 20% | ? | 7% | 32% | -8% | ?
Cc1c(Cl)c([N+](=O)[O-])nn1CCCC(=O)Nc1ccc(Cl)cc1Cl | 22% | -12% | -4% | 2% | -7% | 7% | 15% | -1% | -24% | -4% | 8%
Cc1[nH]c2ccc(C(=O)NCc3ccccn3)cc2c1C | -8% | ? | ? | -1% | ? | 2% | 2% | -2% | 57% | ? | ?
CCOC(=O)c1cc2c(n(-c3ccc(C)cc3)c1=O)CCCC2=O | 0% | -3% | -1% | -5% | 1% | 5% | 6% | 0% | -17% | 8% | 0%
O=c1[nH]ncc(NCCCO)c1Cl | 11% | 8% | -1% | 4% | -2% | -8% | 24% | 2% | -3% | -3% | 5%
COc1ccc(CN2CCC(Oc3cc(C(=O)NC4CC4)ccc3OC)CC2)c(O)c1 | -11% | -1% | -2% | 20% | -1% | -6% | 1% | -9% | -3% | -1% | 2%
CC1Cc2ccccc2N1C(=O)CSc1nc(-c2ccco2)cc(C(F)(F)F)n1 (stereo not given) | 0% | 0% | 7% | 6% | -3% | 5% | -16% | 2% | -3% | 3% | 5%
O=C(O)c1cccc(-n2cccc2/C=C2/NC(=O)N(c3cccc(Cl)c3)C2=O)c1 | ? | 5% | 0% | -4% | 3% | -5% | 15% | 4% | 14% | -5% | -7%
O=C(Nc1ccc2c(c1)OCO2)C1CC1(Cl)Cl (stereo not given) | nt | ? | 9% | nt | 21% | nt | nt | 4% | ? | ? | 17µM*
COc1cc(C(=O)NCCSc2ccc(F)cc2)cc(OC)c1OC | -9% | 10% | -4% | 12% | -1% | -1% | 9% | 3% | 6% | -7% | -1%
CCC(=O)c1ccc(OCC(=O)OCC(=O)NCCC2=CCCCC2)cc1 | nt | -1% | 1% | nt | 1% | nt | nt | -2% | 2% | -2% | 0%
CC1CC(C)CN(S(=O)(=O)c2cccc3nsnc23)C1 (stereo not given) | 24% | 3% | -10% | 2% | -7% | 2% | 2% | -28% | -34% | 0% | 5%
O=S(=O)(c1ccccc1)N1CN(Cc2ccc(F)cc2)c2nc3ccccc3nc21 | 1% | 2% | 0% | 1% | 1% | -3% | 35% | 3% | -14% | 1% | 1%
Cc1ccc(NC(=O)Nc2cccc(C)n2)cc1 | -10% | ? | ? | 1% | 0% | -2% | 2% | -6% | 83% | 24% | 2.4µM*
COC(=O)c1cc2sc(Cl)cc2n1CC(=O)Nc1cccc(SC)c1 | 6% | -2% | 1% | -23% | -4% | 18% | 18% | 2% | 0% | -4% | 2%
CC(C)(C)c1cc(Cc2ccccc2)[nH]n1 | 1% | 2% | 1% | -1% | 1% | 2% | 18µM* | nt | 22% | 12% | 1%[2.3 µM]
CCCCCCSc1nc2c(c(=O)[nH]c(=O)n2C)n1C | -5% | -6% | 1% | -1% | -3% | -10% | 1% | 12% | -6% | 2% | 5%
COCCN(C(=O)COC(=O)/C=C/c1ccc2ccccc2n1)c1c(N)n(Cc2ccccc2)c(=O)[nH]c1=O | ? | nt | -3% | nt | -4% | -1% | nt | -7% | -62% | 2% | ?
Cc1sc2nc(CN3CCOCC3)nc(NS(=O)(=O)c3cc(Cl)ccc3Cl)c2c1C | nt | -1% | -2% | nt | -3% | nt | nt | 1% | -16% | 28% | -1%
CCOC(=O)CC1C(=O)NCCN1C(=O)Nc1ccccc1 (stereo not given) | -12% | 10% | 0% | 2% | -3% | 5% | 4% | 5% | -6% | -2% | 1%

Going on with the list:
SMILES | MBNL1-CUG inh | p53 reactivator | ELG1 genotox | Gal4-VP16 FLuc | NPC1 promoter act | MLL CXXC-DNA inh | RORgamma inh | uPA surface inh | BRCA1 expr up | Rab9 promoter act | FLuc counter
Cc1cc(C)c(C(=O)/C=C/c2cccs2)c(=O)[nH]1 | 4% | 6% | -13% | 6% | -4% | 0% | -17% | ? | -1% | -3% | -1%
CCn1c(C)c(CCC(=O)O)c(=O)n2nc(-c3ccccc3OC)cc12 | 0% | 3% | 2% | 5% | 0% | -4% | -4% | 2% | 0% | 1% | 0%
C[C@H](NC(=O)[C@@H]1CSC2c3ccccc3C(=O)N21)C(=O)NC1CCCCC1 (stereo not given in full) | -4% | -4% | -1% | -16% | -7% | 7% | 4% | 3% | 2% | -1% | -3%
CCOc1ccc(NC(=O)CCN2C(=O)c3ccccc3C2=O)cc1 | 8% | 11% | -1% | 0% | 0% | 10% | 24% | 13% | 21% | 1% | 2%
CC1(C)c2ssc(=S)c2-c2ccccc2N1C(=O)c1ccco1 | 17% | -1% | -11% | 6% | -1% | 9% | -13% | 1% | -84%[inhibitor] | -3% | 3%
CC[C@H](C)Cc1cn([C@@H](CCCN=C(N)N)C(=O)NCCCCCCCCCCC(=O)N2CCNCC2)nn1 | nt | -7% | 3% | nt | -3% | nt | nt | -1% | 16% | 1% | 4%
COc1ccc2c3c([nH]c2c1)C(C)N(C(C)=O)CC3 (stereo not given) | -1% | -2% | 18% | 4% | -6% | -25% | 2% | 7% | 0% | 2% | -8%
CC(=O)C1=C(C)NC(=O)NC1/C=C/c1ccccc1 (stereo not given) | -25% | -1% | 2% | -2% | -3% | -3% | 17% | 10% | 15% | 11% | -1%
COC(=O)C1(S(=O)(=O)c2ccc(C)cc2)CCOCC1 | -11% | -2% | 0% | 4% | -2% | 1% | 0% | 3% | -1% | 0% | -1%
CCOC(=O)C1=C(CSc2nc(CC)c(C)cc2C#N)OC(N)=C(C#N)C1c1ccc(OC)cc1 (stereo not given) | ? | 14% | 1% | 12% | 1% | 12% | -36% | -3% | 7% | -1% | ?
CC1SCC(=O)N(CC(=O)Nc2ccc3c(c2)OCCO3)C1=O (stereo not given) | -5% | 10% | 3% | 7% | -2% | 6% | 9% | 2% | 5% | -3% | ?

Six entries from above, ordered by count of non-hydrogen atoms, high to low.
SMILES | MBNL1-CUG inh | p53 reactivator | ELG1 genotox | Gal4-VP16 FLuc | NPC1 promoter act | MLL CXXC-DNA inh | RORgamma inh | uPA surface inh | BRCA1 expr up | Rab9 promoter act | FLuc counter
CC[C@H](C)Cc1cn([C@@H](CCCN=C(N)N)C(=O)NCCCCCCCCCCC(=O)N2CCNCC2)nn1 | nt | -7% | 3% | nt | -3% | nt | nt | -1% | 16% | 1% | 4%
CCOC(=O)C1=C(CSc2nc(CC)c(C)cc2C#N)OC(N)=C(C#N)C1c1ccc(OC)cc1 (stereo not given) | ? | 14% | 1% | 12% | 1% | 12% | -36% | -3% | 7% | -1% | ?
CCn1c(C)c(CCC(=O)O)c(=O)n2nc(-c3ccccc3OC)cc12 | 0% | 3% | 2% | 5% | 0% | -4% | -4% | 2% | 0% | 1% | 0%
CCOc1ccc(NC(=O)CCN2C(=O)c3ccccc3C2=O)cc1 | 8% | 11% | -1% | 0% | 0% | 10% | 24% | 13% | 21% | 1% | 2%
CC1SCC(=O)N(CC(=O)Nc2ccc3c(c2)OCCO3)C1=O (stereo not given) | -5% | 10% | 3% | 7% | -2% | 6% | 9% | 2% | 5% | -3% | ?
CC(=O)C1=C(C)NC(=O)NC1/C=C/c1ccccc1 (stereo not given) | -25% | -1% | 2% | -2% | -3% | -3% | 17% | 10% | 15% | 11% | -1%

The list is partial; count on the stated rates, not on these rows.
